Compound activity deposited in PubChem by National Center for Advancing Translational Sciences (NCATS).
AMA1 RON2 block = AMA1-RON2 (P. falciparum) interaction inhibition | 360,000 tested, 0.2% active | Potency, µM (doses to about 58.2 µM), for inactives: top-dose activity change, negative = inhibition, actives largely listed as inhibitors | AlphaScreen AMA1-biotinylated RON2 peptide binding | AID 720542;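 also: potency is read from the fitted curve at half-maximal effect; 0% = vehicle wells and -100% = peptide control; nearly all actives have a fitted effect of over 45% in size; some results filed as inactive show a strong effect at the top dose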
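AMA1 (3D7) with his tag at 25 nM final met compounds first, then biotinylated RON2 peptide at 25 nM; detection used donor plus acceptor beads, 10 µg/mL apiece, read by AlphaScreen after 30 min at room temperature.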
AmpC detergent = inhibitors of E. coli AmpC beta-lactamase with detergent | AmpC hydrolysis of nitrocefin, absorbance 480 nm, 0.01% Triton | Potency, µM (titrated, usually from 114 µM), for the others: at the highest dose activity change, negative = inhibition, usual class: inhibitors | P00811 | 370,000 tested, 0.041% active | AID 485294;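 also: potency is read from the fitted curve at half-maximal effect; 0% = no-compound wells and -100% = no-enzyme wells; nearly all actives have a fitted effect of over 25% in size; some results filed as inactive show a strong effect at the top dose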
Target sequence (P00811 whole entry, looked up): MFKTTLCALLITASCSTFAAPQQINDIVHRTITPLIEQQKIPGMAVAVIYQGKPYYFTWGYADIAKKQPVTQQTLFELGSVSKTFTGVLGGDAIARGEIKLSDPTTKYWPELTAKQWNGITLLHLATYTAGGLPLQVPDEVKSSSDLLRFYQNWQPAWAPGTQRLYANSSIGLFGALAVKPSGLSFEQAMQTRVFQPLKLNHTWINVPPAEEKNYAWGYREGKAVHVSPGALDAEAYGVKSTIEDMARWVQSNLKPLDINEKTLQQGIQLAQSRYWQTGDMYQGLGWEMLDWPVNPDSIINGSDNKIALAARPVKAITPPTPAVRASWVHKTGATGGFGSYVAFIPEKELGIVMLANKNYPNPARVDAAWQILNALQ
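AmpC (5.3 nM in the dispensed reagent) in 20 mM phosphate pH 7.0 with 0.01% (detergent screen) or 0.0001% Triton X-100 was preincubated with compounds for 15 min at room temperature. Nitrocefin was then added from an 800 uM solution, and hydrolysis was followed at 480 nm.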
HCMV inh = inhibitors of human cytomegalovirus. HFF cells, HCMV-luciferase reporter, 72 h; stronger effect = lower value. activity change, negative = inhibition, % at 57.5 µM. 410,000 tested, 4.5% active; in the data active = activity change below about -60%; inconclusive = no clear call, values can overlap the other calls; inactive = above about -39%
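Screen run at 2 compound doses on HFFs infected with reporter HCMV, MOI 1 PFU/cell. Luciferase activity from cell lysates at 72 h post infection gave inhibition relative to buffer-only and Salinomycin wells.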
AmpC no deterg = inhibitors of E. coli AmpC beta-lactamase without detergent | Potency, µM (titrated, usually from 57.1 µM), inactives show at the top dose activity change, negative = inhibition, most hits filed as inhibitors | AID 485341 | P00811 | AmpC nitrocefin hydrolysis, absorbance 480 nm, 0.0001% Triton | 330,000 tested, 0.52% active;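 also: potency is read from the fitted curve at half-maximal effect; plate controls were no compound for no effect and no enzyme for full effect; nearly all actives have a fitted effect of over 20% in size; some results filed as inactive show a strong effect at the top dose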
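20 mM phosphate pH 7.0 + 0.01% (detergent screen) or 0.0001% Triton X-100; 5.3 nM AmpC reagent; cpd preinc 15 min RT; nitrocefin (800 uM stock) to start; A480 q20 s × 4 min; Activity was normalised to no-enzyme and no-compound control wells.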
Sm TGR block = inhibitors of Schistosoma mansoni thioredoxin glutathione reductase; purified TGR, DTNB reduction, TNB absorbance 405 nm; 360,000 tested, 3% active; Potency, µM (doses to about 114 µM), inactives show at the highest dose activity change, negative = inhibition, hits mostly inhibitors; Q962Y6; also: potency is read from the fitted curve at half-maximal effect; nearly all actives have a fitted effect of over 60% in size
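First, TGR (20 nM dispensed) and NADPH were mixed with compound. Second, a 15 min room-temperature incubation followed. Third, further NADPH and then DTNB were added to start the reaction. Finally, TNB absorbance was monitored kinetically.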
FBPA Giardia inh = inhibitors of Giardia lamblia fructose-1,6-bisphosphate aldolase. A8B2U2. Potency, µM (doses to about 59.6 µM), without a hit: top-dose activity, negative = inhibition, usual class: inhibitors. 290,000 tested, 0.71% active. purified Giardia FBPA; also: potency is read from the fitted curve at half-maximal effect; nearly all actives have a fitted effect of over 55% in size
Target sequence (A8B2U2 whole entry, looked up): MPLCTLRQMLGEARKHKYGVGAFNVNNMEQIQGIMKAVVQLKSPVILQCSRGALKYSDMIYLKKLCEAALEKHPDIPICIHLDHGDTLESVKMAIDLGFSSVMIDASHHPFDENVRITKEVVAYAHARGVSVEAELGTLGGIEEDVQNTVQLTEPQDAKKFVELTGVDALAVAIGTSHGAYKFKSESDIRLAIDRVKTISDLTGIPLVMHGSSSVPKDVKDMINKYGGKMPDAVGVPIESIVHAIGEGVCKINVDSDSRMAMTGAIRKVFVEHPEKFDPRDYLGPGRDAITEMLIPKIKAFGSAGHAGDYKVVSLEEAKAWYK
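40 nM FBPA preincubated 10 min at RT with compound (up to 57.5 uM final), then substrate plus GAPDH/TPI/NAD/arsenate coupling and diaphorase/resazurin added. Fluorescence read after 20 min at RT, 525/598 nm.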
Starred values were filed as active, the others as inactive; [ ] = remark or other dose. Unless noted, calls follow the shape of the dose curve; as a rule, active = well fitted curve in the direction sought with a large enough effect; inconclusive = small, poorly fitted or top-dose-only effect, or another doubt; inactive = no such curve, though single readings can be large; an effect the other way counts as inactive or inconclusive. Unless noted, % is scaled to controls: 0 for no effect and ±100 for the full control effect.

What do the screens show for `COc1cccc(C(=O)Nc2c3c(nc4c2CCC4)CCCC3)c1`?
AMA1 RON2 block: 11%; AmpC detergent: -3%; HCMV inh: inconclusive; AmpC no deterg: -14%; Sm TGR block: 6%; FBPA Giardia inh: 4%

Results for COc1ccc(NC(=O)CSc2nnc(-c3cccnc3)o2)cc1 ?
AMA1 RON2 block: 5%; AmpC detergent: inconclusive; HCMV inh: 16; AmpC no deterg: 0%; Sm TGR block: -6%; FBPA Giardia inh: -22%

What do the screens show for `O=C(Nc1ccc(Cl)c(Cl)c1)O/N=C/c1ccncc1`?
AMA1 RON2 block: 0%; AmpC detergent: -1%; HCMV inh: inconclusive; AmpC no deterg: -27%; Sm TGR block: 3%; FBPA Giardia inh: -20%

How did Cc1ccccc1C(=O)NC(=S)N(CCO)Cc1ccccc1 do in these assays?
AMA1 RON2 block: 106%[activator]; AmpC detergent: -8%; HCMV inh: inconclusive; AmpC no deterg: -21%; Sm TGR block: -8%; FBPA Giardia inh: -28%

How did COc1ccc(S(=O)(=O)NCCC(C)C)cc1OC do in these assays?
AMA1 RON2 block: -5%; AmpC detergent: -1%; HCMV inh: -21; AmpC no deterg: -18%; Sm TGR block: 7%; FBPA Giardia inh: 0%

Results for COc1ccc(N2CC(NC(=O)c3c(F)cccc3Cl)CC2=O)cc1OC (stereo not drawn) ?
AmpC detergent: -1%; HCMV inh: 15; Sm TGR block: 0%

Results for COc1nc(-c2ccc(C)cc2)ccc1-c1noc(-c2ccc(C(C)(C)C)cc2)n1 ?
AmpC detergent: 20%; HCMV inh: -3; Sm TGR block: -1%

Results for COCCCNCCCCOc1cccc(Br)c1 ?
AMA1 RON2 block: 8%; AmpC detergent: -2%; HCMV inh: -11; AmpC no deterg: -13%; Sm TGR block: -4%; FBPA Giardia inh: -11%

How did Cc1ccc(NC(=O)C2CC(=O)N(Cc3ccccc3)C2)cc1S(=O)(=O)N1CCCCCC1 (stereo not drawn) do in these assays?
AMA1 RON2 block: -6%; AmpC detergent: 1%; HCMV inh: -77*; AmpC no deterg: 50%; Sm TGR block: -3%; FBPA Giardia inh: 1%

Results for Cc1cccc(N2CCn3c2nc2c3c(=O)n(C/C=C/c3ccccc3)c(=O)n2C)c1 ?
AmpC detergent: 12%; HCMV inh: -30; Sm TGR block: -27%

What do the screens show for `CC(=NCc1ccc2c(c1)OCO2)C1=C(O)c2ccccc2C1=O`?
AMA1 RON2 block: -7%; AmpC detergent: 0%; HCMV inh: 15; AmpC no deterg: -25%; Sm TGR block: 6%; FBPA Giardia inh: -3%

What do the screens show for `COc1ccc(Cn2c(C(=O)O)c(CNCC(C)c3ccccc3)c3ccc(OC)cc32)cc1` (stereo not drawn)?
AmpC detergent: 0%; HCMV inh: -21; Sm TGR block: 0%

What do the screens show for `COc1ccc(OC)c(CN2CCN(Cc3cccc4ccccc34)CC2)c1`?
AMA1 RON2 block: inconclusive; AmpC detergent: -5%; HCMV inh: -20; AmpC no deterg: 59%; Sm TGR block: -7%; FBPA Giardia inh: inconclusive

How did OC(CNC1Cc2ccccc2C1)COc1ccc(Cl)cc1 (stereo not drawn) do in these assays?
AMA1 RON2 block: -2%; AmpC detergent: 2%; HCMV inh: 23; AmpC no deterg: 0%; Sm TGR block: 12%; FBPA Giardia inh: 3%

Results for COc1ccc(CCNC(=O)CSc2nnc(-c3ccc(F)cc3)c3ccccc23)cc1OC ?
AMA1 RON2 block: -3%; AmpC detergent: -13%; HCMV inh: -18; AmpC no deterg: 57%; Sm TGR block: -1%; FBPA Giardia inh: 5%

Results for Cc1ccc(C(=O)NN2C(=O)C3C4C=CC(C4)[C@@H]3C2=O)cc1 (stereo partly drawn) ?
AMA1 RON2 block: 6%; AmpC detergent: -7%; HCMV inh: 64; AmpC no deterg: -17%; Sm TGR block: -17%; FBPA Giardia inh: 3%

How did FC(F)Sc1nc(-c2ccccc2)c(-c2ccccc2)n1C(F)F do in these assays?
AMA1 RON2 block: -28%; AmpC detergent: 5%; HCMV inh: 83; AmpC no deterg: -12%; Sm TGR block: -3%; FBPA Giardia inh: 10%

How did Cc1noc(C)c1COc1ccc(C(=O)OCC(N)=O)cc1 do in these assays?
AMA1 RON2 block: 1%; AmpC detergent: inconclusive; HCMV inh: 5; AmpC no deterg: -8%; Sm TGR block: 9%; FBPA Giardia inh: 3%

Results for CC(C)C(=O)N1CCC2(CC1)Oc1ccc(F)cc1C(=O)C21CC(c2ccccc2)=NO1 (stereo not drawn) ?
AMA1 RON2 block: -1%; AmpC detergent: -7%; HCMV inh: -19; AmpC no deterg: 142%[activator]; Sm TGR block: 7%; FBPA Giardia inh: -1%

How did C#CCOCCOCCOCCNc1nc(N2CCN(C(=O)[C@H](CCCCN)n3cc(CCCC)nn3)CC2)nc(N2CCN(C(=O)[C@H](CCCCN)n3cc(CCCC)nn3)CC2)n1 do in these assays?
AMA1 RON2 block: -13%; AmpC detergent: -19%; HCMV inh: 12; AmpC no deterg: 317%[activator]; Sm TGR block: -20%; FBPA Giardia inh: -16%

Results for COc1cc(C(=O)Nc2ccc(-c3nc4ccccc4o3)c(O)c2)cc(OC)c1OC ?
AmpC detergent: -8%; HCMV inh: -1; Sm TGR block: -5%

Results for CCc1ccc(NC(=O)c2cc(Br)ccc2Br)cc1 ?
AmpC detergent: -3%; HCMV inh: 2; AmpC no deterg: -1%; Sm TGR block: 5%; FBPA Giardia inh: -3%

How did CCOc1ccc(CCNC(=O)c2cc3cccc4c3n2CCS4)cc1 do in these assays?
AmpC detergent: 6%; HCMV inh: inconclusive; Sm TGR block: 7%

Results for CCOC(=O)c1scc(-c2ccc(C)cc2)c1S(=O)(=O)N1CCN(c2ccccc2F)CC1 ?
AmpC detergent: 0%; HCMV inh: 4; Sm TGR block: 0%

Results for COc1ccc(C2c3[nH]c4ccccc4c3CCN2C(=O)c2ccccc2C(C)=O)c(F)c1 (stereo not drawn) ?
AMA1 RON2 block: -20%; AmpC detergent: inconclusive; HCMV inh: 200; AmpC no deterg: 106%[activator]; Sm TGR block: 1%; FBPA Giardia inh: -4%

Results for CCOC(=O)Cc1csc(NC(=O)C(NC(=O)C2CCC(C)CC2)C(C)C)n1 (stereo not drawn) ?
AMA1 RON2 block: -11%; AmpC detergent: 4%; HCMV inh: 43; AmpC no deterg: 21%; Sm TGR block: 0%; FBPA Giardia inh: 4%

How did COc1ccc2[nH]c(C)c(CCNCc3cccnc3)c2c1 do in these assays?
AMA1 RON2 block: inconclusive; AmpC detergent: inconclusive; HCMV inh: -8; AmpC no deterg: -12%; Sm TGR block: inconclusive

Results for CCN(CC)CCCNC(=O)C1CCCN(c2nnc(N3CCCC3=O)s2)C1 (stereo not drawn) ?
AMA1 RON2 block: -4%; AmpC detergent: -6%; HCMV inh: 11; AmpC no deterg: -9%; Sm TGR block: 1%; FBPA Giardia inh: -3%

What do the screens show for `Cc1csc(NC(=O)C2CCN(S(=O)(=O)c3ccccc3F)CC2)n1`?
AMA1 RON2 block: -12%; AmpC detergent: 2%; HCMV inh: -60*; AmpC no deterg: -22%; Sm TGR block: 0%; FBPA Giardia inh: 3%

How did Oc1ccc(-c2cn3c(n2)SCC3)cc1 do in these assays?
AMA1 RON2 block: -10%; AmpC detergent: -2%; HCMV inh: -9; AmpC no deterg: -9%; Sm TGR block: 1%; FBPA Giardia inh: -1%

What do the screens show for `Cc1cccc(C)c1NC(=O)C1CCCN1S(=O)(=O)c1cccc2nsnc12` (stereo not drawn)?
AmpC detergent: 11%; HCMV inh: 25; Sm TGR block: -3%

Results for O=C(Nc1cccnc1Oc1ccc(Cl)cc1)c1cccc2ccccc12 ?
AMA1 RON2 block: -1%; AmpC detergent: 4%; HCMV inh: -10; AmpC no deterg: -9%; Sm TGR block: 10%; FBPA Giardia inh: -3%

Results for O=C(COC(=O)c1ccccc1SCC(=O)N1CCCC1)Nc1ccc(OC(F)F)cc1 ?
AMA1 RON2 block: -16%; AmpC detergent: 10%; HCMV inh: -5; AmpC no deterg: 12%; Sm TGR block: 3%

How did Cc1ccc(NC(=O)COc2ccc(CCO)cc2-n2nc3ccccc3n2)cc1C do in these assays?
AMA1 RON2 block: 7%; AmpC detergent: -15%; HCMV inh: inconclusive; AmpC no deterg: 148%[activator]; Sm TGR block: -4%; FBPA Giardia inh: -3%

How did COc1cccc(C2=NN(C(=O)c3ccc(C)o3)C(O)(C(F)(F)F)C2)c1 (stereo not drawn) do in these assays?
AMA1 RON2 block: -22%; AmpC detergent: 3%; HCMV inh: -8; AmpC no deterg: -7%; FBPA Giardia inh: -8%

How did COc1cccc(-c2nc(C=O)cs2)c1 do in these assays?
AMA1 RON2 block: 25%; AmpC detergent: -11%; HCMV inh: -16; AmpC no deterg: -4%[11.4 µM]; Sm TGR block: 6%; FBPA Giardia inh: -7%

How did COc1cc2c(C(=O)O)c(C)n(C)c2cc1Br do in these assays?
AMA1 RON2 block: -11%; AmpC detergent: 3%; HCMV inh: inconclusive; AmpC no deterg: -1%; Sm TGR block: 9%; FBPA Giardia inh: -2%

What do the screens show for `O=C(OCc1nc2scc(-c3ccccc3)c2c(=O)[nH]1)c1ccco1`?
AMA1 RON2 block: 3%; AmpC detergent: -11%; HCMV inh: -12; AmpC no deterg: -18%; Sm TGR block: 5%

How did O=C(Nc1sc2c(c1C(=O)NCc1ccco1)CCCC2)c1cc(=O)c2ccccc2o1 do in these assays?
AmpC detergent: -1%; HCMV inh: -19; Sm TGR block: -20%

How did COCCNC(=O)Cn1cc(C(=O)c2ccccc2F)c2ccccc21 do in these assays?
AMA1 RON2 block: 5%; AmpC detergent: -1%; HCMV inh: -11; AmpC no deterg: 1%; Sm TGR block: -1%; FBPA Giardia inh: 2%

Results for Cc1c(C(=O)NN)sc(-c2ccccc2)c1C#N ?
AMA1 RON2 block: 99%[activator]; AmpC detergent: 2%; HCMV inh: -1; AmpC no deterg: -29%; Sm TGR block: -6%; FBPA Giardia inh: 4%

Not a retest: three of the compounds above.
What do the screens show for `Cc1cccc(C)c1NC(=O)C1CCCN1S(=O)(=O)c1cccc2nsnc12` (stereo not drawn)?
AmpC detergent: 11%; HCMV inh: 25; Sm TGR block: -3%

Results for O=C(Nc1cccnc1Oc1ccc(Cl)cc1)c1cccc2ccccc12 ?
AMA1 RON2 block: -1%; AmpC detergent: 4%; HCMV inh: -10; AmpC no deterg: -9%; Sm TGR block: 10%; FBPA Giardia inh: -3%

Results for O=C(COC(=O)c1ccccc1SCC(=O)N1CCCC1)Nc1ccc(OC(F)F)cc1 ?
AMA1 RON2 block: -16%; AmpC detergent: 10%; HCMV inh: -5; AmpC no deterg: 12%; Sm TGR block: 3%
